Abeta yeast res – compounds reversing amyloid beta toxicity in yeast | Potency, µM (doses to about 46.1 µM), inactives show top-dose growth rescue, most hits filed as activators | yeast expressing A-beta42, growth rescue, OD600, 48 h; response scale: 0% DMSO, 100% iron-clioquinol control | AID 1347071 | 410,000 compounds, 0.063% hits; further: potency means the concentration at half of the fitted maximal effect; nearly all actives have a fitted effect of over 55% in size
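Yeast A-beta toxicity model in growth medium with pinned compounds, 48 h at 30 C; growth read as absorbance at 600 nm. Normalized to FeCl3/clioquinol equimolar mix (positive) and DMSO (negative).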
WRN helicase inh – WRN helicase (human) inhibition; Q14191; WRN helicase unwinding, fluorescent forked duplex, kinetic; Potency, µM (highest dose often 114 µM), without a hit: top-dose activity change, negative = inhibition, hits mostly inhibitors; 360,000 compounds, 0.46% hits; further: potency means the concentration at half of the fitted maximal effect; on the % scale 0 is the no-effect control and ±100 the full control effect; nearly all actives have a fitted effect of over 55% in size
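WRN at 20 nM final was preincubated with compound for 15 min at room temperature; reaction started with 100 nM forked duplex oligonucleotide carrying fluorophore and quencher plus 2 mM ATP (final). Unwinding followed kinetically by red fluorescence (ex 525/em 598 nm).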
PLK1 PBD block – inhibitors of human PLK1 polo-box domain binding; P53350; Plk1 PBD binding of FITC phosphopeptide, fluorescence polarization; Potency, µM, for the others: max response, negative = inhibition, hits mostly inhibitors; 360,000 compounds, 2.8% hits; further: potency means the concentration at half of the fitted maximal effect; series mostly up to about 57 µM; on the % scale 0 is the no-effect control and ±100 the full control effect; nearly all actives have a fitted effect of over 65% in size
Target sequence (P53350 whole entry, looked up, the tested form may be a part): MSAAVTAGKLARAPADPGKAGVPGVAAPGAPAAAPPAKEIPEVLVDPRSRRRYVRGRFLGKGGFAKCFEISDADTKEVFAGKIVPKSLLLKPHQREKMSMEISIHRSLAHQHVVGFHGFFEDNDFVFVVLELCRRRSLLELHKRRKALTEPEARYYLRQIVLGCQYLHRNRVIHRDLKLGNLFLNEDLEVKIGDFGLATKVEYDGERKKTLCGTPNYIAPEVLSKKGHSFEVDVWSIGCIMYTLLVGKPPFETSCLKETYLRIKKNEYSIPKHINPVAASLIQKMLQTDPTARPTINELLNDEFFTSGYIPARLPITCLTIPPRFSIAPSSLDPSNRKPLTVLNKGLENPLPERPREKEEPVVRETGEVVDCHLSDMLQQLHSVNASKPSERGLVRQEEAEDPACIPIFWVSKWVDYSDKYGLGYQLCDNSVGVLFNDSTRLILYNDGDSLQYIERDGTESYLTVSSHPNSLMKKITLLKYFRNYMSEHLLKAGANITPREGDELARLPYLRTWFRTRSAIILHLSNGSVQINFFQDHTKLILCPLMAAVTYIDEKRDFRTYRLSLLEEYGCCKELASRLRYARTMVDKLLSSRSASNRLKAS
EPAC1 agonist – agonists of human EPAC1; 360,000 compounds, 0.073% hits; O95398; Potency, µM (series often up to 154 µM), inactives show top-dose activation, usual class: activators; AID 720707; EPAC1 agonist qHTS, biochemical assay; response scale: 100% = response to 6.5 mM cAMP; further: potency means the concentration at half of the fitted maximal effect; nearly all actives have a fitted effect of over 60% in size
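Read-out is the fluorescence drop as BODIPY-GDP leaves Rap1B (480 nm excitation, 540 nm emission), recorded every 5 minutes over 30 minutes. Reactions held 100 nM EPAC1, 250 nM Rap1B–BODIPY-GDP and 50 uM GDP, with 6.5 mM cAMP setting full activation.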
PI5P4Ka inh – inhibitors of human PI5P4K alpha; 330,000 compounds, 1.2% hits; AID 652105; P48426; max response, %; PI5P4Kalpha enzyme, ADP-Glo luminescence, 60 min; hits give low values; active means max response of -50% or lower; inconclusive means between -30% and -50%; inactive means -30% or higher; further: value at the top dose of about 77 µM; on the % scale 0 is the no-effect control and ±100 the full control effect
Target sequence (P48426 whole entry, looked up): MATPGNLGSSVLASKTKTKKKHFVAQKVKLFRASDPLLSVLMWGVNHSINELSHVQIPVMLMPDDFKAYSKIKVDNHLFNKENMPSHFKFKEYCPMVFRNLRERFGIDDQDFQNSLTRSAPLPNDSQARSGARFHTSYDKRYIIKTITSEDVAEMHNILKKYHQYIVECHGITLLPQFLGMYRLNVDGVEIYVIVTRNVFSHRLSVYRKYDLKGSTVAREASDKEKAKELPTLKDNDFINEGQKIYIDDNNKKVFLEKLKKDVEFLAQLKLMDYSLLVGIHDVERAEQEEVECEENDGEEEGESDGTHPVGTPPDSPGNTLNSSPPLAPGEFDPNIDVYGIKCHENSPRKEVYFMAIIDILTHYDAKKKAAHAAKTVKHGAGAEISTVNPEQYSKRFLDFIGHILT
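ADP-Glo luminescence end-point after a 60 min room-temperature kinase reaction. PI5P4Kalpha and substrate in HEPES pH 7.4 buffer with EGTA, 0.1% CHAPS and 5% DMSO; ATP at 5 microM final.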
IL-2 act – IL-2 activation; 360,000 compounds, 0.065% hits; activation, % (series mostly up to about 46 µM); IL-2 activation reporter assay, cell-based qHTS; stimulated with anti-CD3/CD4/CD28 beads; in transgenic mouse T cells; in the data active means activation above about 50%; inconclusive means mostly about 30% to 49%; further: 0% is about no effect
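Unstimulated transgenic mouse T cells; 60-min compound exposure; bead-based TCR/CD4/CD28 stimulation; 18 h culture, 37 degrees C; dual fluorescence (EGFP, DsRed) plate cytometry.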
FUS yeast rescue – FUS proteinopathy suppression in yeast; AID 1347120; Potency, µM (titrated, usually from 76.6 µM), inactives show top-dose growth rescue (activation), usual class: activators; 390,000 compounds, 0.24% hits; S. cerevisiae FUS-expressing, growth rescue, OD600, 24 h;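 further: potency means the concentration at half of the fitted maximal effect; plate controls were DMSO vehicle for no effect and reference control for full effect; nearly all actives have a fitted effect of over 55% in size; some results filed as inactive show a strong effect at the top dose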
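Restored growth of FUS-toxic S. cerevisiae, read as 600 nm absorbance after 24 h at 30C in galactose medium (starting OD 0.005). Controls CP55940 and DMSO.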
EPAC1 antagonist – blocks human EPAC1 exchange factor; EPAC1 GEF assay, Rap1b-BODIPY-GDP exchange fluorescence; Potency, µM (titrated, usually from 115 µM), without a hit: at the top dose activity change, negative = inhibition, usual class: inhibitors; 360,000 compounds, 0.14% hits;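 further: potency means the concentration at half of the fitted maximal effect; plate controls were vehicle for no effect and positive control for full effect; nearly all actives have a fitted effect of over 50% in size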
Starred values were filed as active, the others as inactive; u = inconclusive; x = no result given; [ ] = dose if it differs, or a comment. Unless noted, the call rests on the fitted dose curve; in most records, active means well fitted curve in the direction sought with a large enough effect; inconclusive means small, poorly fitted or top-dose-only effect, or another doubt; inactive means no such curve, though single readings can be large; an effect the other way counts as inactive or inconclusive.

SMILES	Abeta yeast res	WRN helicase inh	PLK1 PBD block	EPAC1 agonist	PI5P4Ka inh	IL-2 act	FUS yeast rescue	EPAC1 antagonist
Cc1cccc(C)c1N1CCN(c2c(C)cccc2C)CC1	0%	13%	-12%	-4%	10	-2.7	8%	-3%
COc1ccc(CN2CCNCC2)cc1	-5%	-2%	-12%	0%	1	0.2	44%	u
COc1ccc(C(=O)C2CCCN(Cc3ccon3)C2)c(OC)c1 (configuration not stated)	0%	-6%[57.1 µM]	-16%	-9%	-84*	-3.1	-2%	-6%
Cc1[nH]c2ccccc2c1CCN	12%	0%	-2%	9%	-10	-0.5	u	-14%
CCN1CCN(Cc2ccccc2C)CC1	0%	-1%	-7%	-1%	16	0.2	16%	0%
Cc1ccc2c(C)c3ccc4ccccc4c3c[n+]2c1	-22%	21%[11.6 µM]	-4%	3%	3	-0.2	x	-12%
COc1ccc(CCn2c(NN=C3CCCCC3)nc3c2c(=O)[nH]c(=O)n3C)cc1	0%	-5%	u	-4%	u	-3.2	u	6%
O=c1[nH]c(=O)n(CCc2ccccc2)c(O)c1C=NCc1ccc2c(c1)OCO2	10%	2%	-8%	6%	x	-2.8	21%	5%
O=C(CNC1CCCCC1)N1CCC2(CC1)OCCO2	3%	13%	-6%	8%	x	0.7	13%	9%
Nn1c(Cc2cccc3ccccc23)n[nH]c1=S	-20%	4%	8.4µM*	4%	-6	0.9	6%	-13%
O=C(N/N=C/c1c(O)n(Cc2ccccc2)c(=O)[nH]c1=O)c1ccccc1	14%	-33%	-9%	11%	-54*	-0.1	21%	7%
COc1ccc(-c2nn(CCC#N)cc2C(=O)Nc2ccccc2Br)cc1[N+](=O)[O-]	9%	-12%	-5%	15%	0	1.5	21%	u
COC(=O)C1=C(c2cc3ccccc3s2)C[C@@H]2CC[C@H]1N2C(=O)NCc1ccccc1	-26%	2%	-15%	-7%	2	-0.1	41%	-13%
CCOC(=O)C1CCN(/C=C2/C(=O)NC(=O)N(c3ccc(OCC)cc3)C2=O)CC1	-11%	1%	-13%	-7%	x	1.7	-6%	2%
CCCc1nc2ccccc2c(=O)n1-c1cccc(OC)c1	-5%	11%	-10%	-2%	-4	-0.2	8%	-7%
CCCCn1c(O)c(C(C)=Nc2ccc(C(=O)O)cc2)c(=O)[nH]c1=O	-9%	-4%	-20%	5%	u	-2.5	9%	7%
CC1=C(C)CC2(CC1)C(=O)NC(=O)NC2=O	-1%	6%	3%	-12%	-8	-4.4	x	7%
N/C(=N/[N+](=O)[O-])N1CCN(C(=O)Oc2ccc([N+](=O)[O-])cc2)CC1	-10%	2%	-10%	8%	-6	-0.5	-19%	-11%
COc1ncccc1C(=O)NCC(CC(=O)O)c1ccccc1 (configuration not stated)	-9%	-1%	-9%	1%	x	1.2	1%	3%
CCOC(=O)COc1ccc(/C=C2\C(=O)NC(=S)N(c3ccc(OC)cc3)C2=O)cc1OC	1%	-4%	15µM*	2%	-56*	2.8	23%	-26%

Continued; it opens with the 3 that closed the last part.
SMILES	Abeta yeast res	WRN helicase inh	PLK1 PBD block	EPAC1 agonist	PI5P4Ka inh	IL-2 act	FUS yeast rescue	EPAC1 antagonist
N/C(=N/[N+](=O)[O-])N1CCN(C(=O)Oc2ccc([N+](=O)[O-])cc2)CC1	-10%	2%	-10%	8%	-6	-0.5	-19%	-11%
COc1ncccc1C(=O)NCC(CC(=O)O)c1ccccc1 (configuration not stated)	-9%	-1%	-9%	1%	x	1.2	1%	3%
CCOC(=O)COc1ccc(/C=C2\C(=O)NC(=S)N(c3ccc(OC)cc3)C2=O)cc1OC	1%	-4%	15µM*	2%	-56*	2.8	23%	-26%
COc1ccc(OP(=O)(Nc2ccccc2)Nc2ccccc2)cc1	-2%	0%	-9%	9%	x	-1.7	18%	12%
COc1ccccc1OCC#CCN1CCCC(C)C1 (configuration not stated)	11%	8%	-1%	9%	1	-1.0	-36%	-14%
Cc1ccc(C(=O)COC(=O)Cc2ccccc2)cc1	14%	1%	-5%	1%	-3	-1.2	0%	-11%
CC(C)N1C(=O)/C(=C/C=C/c2ccco2)C(=O)N(Cc2ccco2)C1=O	-5%	35µM*	4.7µM*	4%	-69*	2.5	u	u
COc1ccc(O)c2c(=O)c3c(OC)cc4c(c3oc12)C1C=COC1O4 (configuration not stated)	4%	-6%	1%	-4%	9	-0.6	-12%	3%
OCCNc1c2c(nc3ccccc13)CCCC2	18%	10%	-4%	-3%	0	-0.5	11%	8%
CN(N=Cc1ccc([N+](=O)[O-])cc1)c1ccccn1	7%	64%[activator]	-26%	-13%	30	3.4	-17%	5%
C=CCn1c(O)c(C(CC)=Nc2ccc(N(CC)CC)cc2)c(=O)[nH]c1=O	-2%	-6%	-1%	-5%	-1	-1.8	10%	4%
CCOP(=O)(Cc1cc(C(=O)CC)c(C)o1)OCC	5%	6%	-11%	11%	-1	-0.2	-6%	-9%
CC=C(C)C(=O)OC1CCN2CC=C(COC(=O)C(O)(C(C)OC)C(C)(C)O)C12 (configuration not stated)	9%	-3%	-10%	15%	0	0.3	-28%	3%
CCCCn1c(NS(=O)(=O)c2ccccc2)c(C(=O)OCC)c2nc3ccccc3nc21	0%	-35%	u	3%	-4	0.8	u	-17%
O=C(N/N=C/c1c(O)n(CCc2ccccc2)c(=O)[nH]c1=O)c1ccccc1	-15%	-33%	-4%	4%	-77*	-0.3	-3%	-7%
CN1Cc2c(c(C#N)c(N)n(C)c2=S)CC1(C)C	18%	-19%	u	u	-3	0.1	-30%	41%[activator]
CCOC(=O)c1ccc2c(c1)n(Cc1ccccc1)c(C)[n+]2CC	-6%	-5%	-13%	3%	-7	-2.3	-5%	5%
Cc1ccc(-n2c(-c3cccs3)nc3ccccc3c2=O)cc1	-4%	6%	0%	-13%	-3	-4.0	x	-1%
CNC(=O)OCc1n(C)cc[n+]1C	-2%	-19%	-10%	4%	2	-2.4	x	-2%
Cn1cc(C(=O)OCC(=O)NC2(C#N)CCCC2)c2ccccc21	6%	-1%	3%	6%	-2	0.1	0%	-1%
O=c1c2ccccc2nc(-c2ccco2)n1-c1ccncc1	29%	5%	0%	3%	4	0.5	-37%	-1%
CC(C)(O)/C=C/C(=O)C(C)(O)C1C(O)CC2(C)C3CC=C4C(C=C(O)C(=O)C4(C)C)C3(C)C(=O)CC12C (configuration not stated)	-9%	-2%	-7%	-2%	15	-3.6	x	-26%
Cc1nc2cc(C(F)(F)F)ccc2n1C1CCN(Cc2nnnn2CCc2ccccc2)CC1	12%	-6%	-6%	10%	33	-0.4	u	-15%
CCCCN1CCC(C#N)(Nc2ccccc2)CC1	9%	7%	-3%	2%	2	2.1	3%	0%
CNC(=O)O/N=C(\N)Cc1csc2ccc(Cl)cc12	-16%	12%	-12%	5%	0	-0.4	20%	-18%
COc1ccccc1N=C1SCCCN1C	-5%	4%	-4%	-5%	x	-3.3	10%	25%
CCOC(=O)[C@]12Cc3ccccc3[C@H]1N(C)C(=O)c1cc(OC)ccc12	16%	5%	13µM*	2%	-2	-0.9	8%	14%
CCn1c(O)c(N=Nc2cccc(S(=O)(=O)N3CCOCC3)c2)c(=O)n(CC)c1=S	-3%	-1%	-14%	1%	-1	-0.6	-10%	-2%
CC(=O)c1ccc(OC(NC(=O)c2ccco2)C(Cl)(Cl)Cl)cc1 (configuration not stated)	5%	0%[57.1 µM]	-29%	1%	x	-1.0	-21%	5%
COc1cccc([C@@]2(O)CCCC[C@@H]2CN(C)C)c1	9%	x	-5%	4%	-1	-3.0	-11%	6%
COC(=O)C1=C(c2ccc(C(C)=O)cc2)C[C@@H]2CC[C@H]1N2C(=O)NCC1CC1	4%	5%	3%	11%	-4	1.0	6%	-9%
CCC(C)NC(=O)c1c(N)n(CCCOC)c2nc3ccccc3nc12 (configuration not stated)	1%	2%	-9%	3%	9	-3.4	39%	-4%
O=Cc1cn(Cc2ccc([N+](=O)[O-])cc2)c2ccccc12	20%	-4%	-8%	3%	-2	-0.2	22%	5%
COC(=O)c1cccc(N=Cc2c(O)n(Cc3ccc(F)cc3)c(=O)[nH]c2=O)c1	-5%	-15%	-7%	-1%	2	0.3	-10%	9%
O=C(C[N+]12CCC(CC1)C(O)C2)c1ccc(Br)cc1 (configuration not stated)	-5%	-1%	-14%	9%	5	-2.1	-20%	17%
Cc1cc(C)c(S(=O)(=O)NCC2CCC(C(=O)N3CCC4(CC3)OCCO4)CC2)c(C)c1 (configuration not stated)	-15%	-2%	-5%	-1%	x	1.0	20%	16%
Cc1ccc(CN2CCCN(Cc3ccccc3C)S2(=O)=O)cc1	-19%	-5%	-7%	u	13	3.2	24%	16%
CNC(=S)N(C)CCc1cc2c(c(OC)c1C=C1C(=O)NC(=O)NC1=O)OCO2	4%	0%	u	-1%	-15	-4.1	22%	10%
O=C(NC1(C(F)(F)F)Oc2ccccc2O1)N1CCC2(CC1)OCCO2	14%	-2%	-3%	-2%	x	-2.7	-2%	5%
CN(C)C(Cc1ccccc1)C(=O)c1ccc(-c2ccccc2)cc1 (configuration not stated)	24%	-5%	-14%	16%	x	-1.0	38%	-5%
COc1ccc(CCNCc2ccccc2F)cc1OC	8%	-8%	-2%	11%	-6	-0.1	-19%	0%
O=C(/C=C/c1ccc2c(c1)OCO2)c1c(O)n(CCC2=CCCCC2)c(=O)[nH]c1=O	13%	-11%	u	16%	u	2.2	2%	6%
Cn1c(O)c(/C=N/N2CCCCC2)c(=O)[nH]c1=O	10%	-17%	-7%	9%	7	-0.7	x	-21%
COc1cc(OC)c2c(c1)O[C@@H](c1ccc(OC)c(OC)c1)[C@H](O)C2	-8%	-7%	-10%	-2%	-3	-0.7	u	-13%
NC(=O)Cn1cc(C(=O)c2ccccc2F)c2ccccc21	-2%	-4%	0%	-8%	1	-0.5	-25%	-1%
Cc1cc(OC(=O)c2cccs2)c2c3c(c(=O)oc2c1)CCCC3	-34%[inhibitor]	-1%	-7%	10%	-10	-2.7	36%	-10%
CC(C)c1ccc(OCC(=O)N2CCCN(C)CC2)cc1	2%	3%	-3%	11%	0	-0.2	1%	3%
COc1ccccc1N1C(=O)NC(=O)/C(=C/c2ccc([N+](=O)[O-])s2)C1=O	-45%[inhibitor]	35µM*	3.4µM*	2%	-63*	-0.5	2%	u
C#CCNc1ccncc1S(=O)(=O)NC(=O)NC(C)C	19%	-3%	-5%	-11%	7	0.1	1%	4%
CCCC[n+]1cc(/N=C(\[O-])OC)on1	1%	-1%	-20%	5%	-9	-0.2	-6%	1%

Screening results from PubChem BioAssay.

The list is partial. The share of hits here may be higher or lower than overall.
